Screening results: PubChem BioAssay, several laboratories
CDK5 p35 inh: inhibitors of human CDK5/p35 kinase. Q00535+Q15078. Recombinant CDK5/p35, ADP-Glo luminescence, 60 min. inhibition, % at 10 µM. 330,000 tested, 0.01% active. AID 488839;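 active means highest replicate inhibition of at least 50% and at least 75% of replicates reaching 50%; inconclusive means only one of the two criteria met; inactive means both criteria failed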;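 further: plate controls were DMSO neutral control for no effect and GW8510 at 10 µM for full effect; many of its hits are not listed in these tables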
RTF Ca sens act: increases calcium sensitivity of human cardiac regulated thin filaments; P19429+P45379; IANBD-labeled TnC RTF fluorescence at EC20 calcium; 0% EC20 calcium, 100% full calcium; activation, % at 7.2 µM; 340,000 tested, 0.24% active; AID 493008;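 active means activation above the mean over all tested compounds plus 3 SD, cut at about 30% in these data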;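 further: rise in fluorescence read as greater calcium sensitivity of cardiac thin filaments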
CAL PDZ FP-1: blocks peptide binding to the human CAL PDZ domain; inhibition, % at 24.9 µM; purified CAL PDZ, TMR-peptide fluorescence polarization, 1 h; Q9HD26; 300,000 tested, 0.92% active; AID 602252;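 active means mean inhibition of at least 30% with at least half of replicates also reaching 30%; inconclusive means no clear call, values can overlap the other calls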;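 further: 0% = DMSO neutral control and 100% = excess unlabeled competitor peptide PRC23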
dFosB act: enhances mouse delta FosB homodimer DNA binding; P13346; purified delta FosB, TAMRA-CDK5 oligo fluorescence polarization; percent of positive-control signal above neutral wells; activation, % at 25 µM; 340,000 tested, 0.99% active; AID 493131;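 active means mean activation above about 17%, with every replicate also reaching it, limit read from the data, passing the limit was not always enough; inconclusive means only one of the two conditions met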;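 further: fluorescence polarization rise as delta FosB binds a TAMRA Cdk5 AP-1 oligo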
Target sequence (P13346 whole entry, looked up): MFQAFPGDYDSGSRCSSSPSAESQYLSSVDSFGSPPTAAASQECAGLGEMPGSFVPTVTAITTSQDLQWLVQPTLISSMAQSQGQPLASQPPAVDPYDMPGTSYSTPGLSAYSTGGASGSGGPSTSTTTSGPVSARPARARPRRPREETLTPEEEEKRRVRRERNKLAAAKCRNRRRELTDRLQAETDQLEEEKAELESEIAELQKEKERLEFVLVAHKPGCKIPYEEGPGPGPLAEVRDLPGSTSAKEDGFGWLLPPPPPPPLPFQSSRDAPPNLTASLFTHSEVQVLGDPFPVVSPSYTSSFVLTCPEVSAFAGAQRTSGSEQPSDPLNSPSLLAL
CAL PDZ FP-2: inhibitors of human CAL PDZ peptide binding | Q9HD26 | purified CAL PDZ, TMR-peptide fluorescence polarization, 1 h | inhibition, % at 20 µM | 330,000 tested, 0.02% active | AID 504414;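 active means highest replicate inhibition of at least 40%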;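 further: plate controls were DMSO neutral control wells for no effect and unlabeled competitor peptide control wells for full effect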
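Material – purified CerCALP PDZ construct · Detection – FP readout, S and P plane fluorescence · Measure – percent inhibition from loss of millipolarization · Controls – unlabelled peptide for full inhibition, DMSO wells as neutral · Probe or stimulus – TMR-labelled reporter peptide T*-PRC34 bound in PDZ groove · Times – 1 h at RT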
Tat transport: E. coli Tat transport inhibition. E. coli MC4100 TorA-mCherry Tat export, fluorescence. 340,000 tested, 0.036% active. inhibition, % at 10 µM. AID 488895;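 active means mean replicate inhibition at least 50% and at least half of replicates individually reaching 50%; inconclusive means only one of the two criteria met; inactive means neither criterion met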;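 further: exported cargo escapes ClpAP degradation while cytoplasmic cargo is degraded and loses fluorescence; 0% = median of neutral control wells and 100% = median of NaSCN control wells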
Wnt act: activates Wnt/beta-catenin signaling in a reporter cell assay; activator, plate reader; activation, % at 9.35 µM; 300,000 tested, 1.2% active; AID 743398; in the data active means activation above about 30%, passing the limit was not always enough; inconclusive means no clear call, values can overlap the other calls;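 further: 0% = neutral control wells and 100% = positive control wells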
V-ATPase pHluor: yeast V-ATPase proton transport regulation by pHLuorin; 350,000 tested, 0.37% active; response, % at 10 µM; S. cerevisiae, pHLuorin cytosolic pH fluorescence; AID 504577; in the data active means response mostly above about 7.3%, no sharp cut-off; inactive means mostly below about 5.4%; further: actives read high; inactives centre near 0; some compounds called inactive have numbers as strong as hits
Rtt109 Vps75: blocks Candida albicans Rtt109/Vps75 acetyltransferase activity; 330,000 tested, 0.16% active; AID 540336; inhibition, % at 34.9 µM; purified Rtt109/Vps75, ThioGlo CoA-SH fluorescence, 4 h;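 active means inhibition of at least 50% in every replicate; inconclusive means best replicate reaches 50% inhibition but some replicates fall short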
Target sequence (Q5AAJ8 whole entry, looked up): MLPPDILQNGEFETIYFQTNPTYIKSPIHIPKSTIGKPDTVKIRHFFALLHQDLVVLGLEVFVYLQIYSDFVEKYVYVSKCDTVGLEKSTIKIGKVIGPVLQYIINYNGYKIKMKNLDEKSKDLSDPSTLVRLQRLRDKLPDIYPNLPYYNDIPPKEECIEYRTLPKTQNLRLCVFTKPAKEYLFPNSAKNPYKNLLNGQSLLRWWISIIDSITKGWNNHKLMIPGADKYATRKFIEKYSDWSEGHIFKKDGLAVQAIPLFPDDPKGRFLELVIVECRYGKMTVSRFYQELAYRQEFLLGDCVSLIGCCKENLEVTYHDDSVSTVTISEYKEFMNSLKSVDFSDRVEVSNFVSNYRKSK
MITF act: activators of MITF-driven TRPM1 promoter activity in SK-MEL-5 cells; AID 588334; activation, % at 12.5 µM; SK-MEL-5 TRPM1-promoter luciferase, 24 h; % of positive control, neutral wells = 0; 300,000 tested, 0.75% active;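 active means mean activation of at least 80% with every replicate also reaching 80%; inconclusive means mean reaches 80% but some replicate falls short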;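 further: 0% = neutral control wells and 100% = parthenolide positive control wells; values of inactives mirror those of a sister screen read the other way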
Numbers without * were called inactive; ? = inconclusive; / = not tested or not shown.

Order of values – CDK5 p35 inh	RTF Ca sens act	CAL PDZ FP-1	dFosB act	CAL PDZ FP-2	Tat transport	Wnt act	V-ATPase pHluor	Rtt109 Vps75	MITF act
1	Cc1ccc(CNC(=O)c2ccccc2NS(=O)(=O)c2ccc(Cl)nc2)cc1
  1.0	-5.4	-3.2	-4.9	-2.3	-1.0	1.9	-2.1	2.0	3.1
2	O=C(COc1ncnc2sccc12)N1CCN(c2ccccc2)CC1
  -1.2	0.9	9.0	-11.0	-0.2	-6.5	-6.2	4.4	7.0	-7.5
3	CC(=O)c1cnn(-c2cc(Oc3cccc(C)c3)ncn2)c1C
  0.1	1.3	-3.4	-5.6	-3.0	12.1	/	0.3	1.1	11.9
4	O=C(Nc1ccccc1N1CCCCC1)c1ccc(OC(F)F)cc1
  1.4	-5.4	-5.5	-12.8	-0.9	10.2	-0.3	-1.4	-1.2	-9.3
5	O=C(O)c1nnn(-c2cccc(C(F)(F)F)c2)c1-c1ccccc1
  1.3	1.2	10.0	-0.5	0.9	-1.9	5.0	-4.2	-5.6	2.7
6	O=[N+]([O-])c1ccc(N2CCN(c3ccc(F)cc3)CC2)cn1
  -0.3	-5.9	11.6	-5.8	-2.6	0.3	0.4	5.2	2.7	16.7
7	C=CC[C@H](CC(=O)NCCO)C(=O)N[C@H](COC(=O)[C@@H](CC=C)Cc1ccc(F)cc1)c1ccccc1
  -2.7	-5.5	6.4	-6.1	-0.5	-5.4	-4.1	0.1	-7.6	-2.8
8	O=C1CNC(=S)N1CCc1ccccc1Cl
  0.3	-0.9	/	0.1	-0.9	-2.8	-1.6	-0.3	0.9	/
9	O=C(CSc1ncccn1)c1ccccc1Br
  -0.2	-6.5	-5.6	5.2	/	-12.5	/	-1.3	-7.8	60.9
10	CC(Sc1nc2ccccc2n1C)C(=O)NC(c1ccccc1)c1ccccc1 (stereo not given)
  1.5	-4.0	/	-9.2	-0.5	4.7	-2.8	-0.9	11.5	/
11	O=C(Cn1c(=O)oc2cc(S(=O)(=O)N3CCCC3)ccc21)NC1CCCc2ccccc21 (stereo not given)
  -0.5	2.9	/	26.2*	-0.7	5.4	-3.7	-4.7	-5.8	-20.8
12	Cc1cc(O)c(/C=N/Nc2ccc(F)cc2)c(=O)o1
  0.6	/	4.2	5.6	-0.4	-4.5	0.5	-1.1	9.8	-14.2
13	O=C(NNC(=O)c1ccc([N+](=O)[O-])o1)c1ccccc1
  -0.9	-1.4	-3.8	-2.5	/	-1.7	/	-0.3	-9.9	-26.3
14	O=C(CN(Cc1ccccc1F)S(=O)(=O)c1ccc(Cl)cc1)NCCCO
  0.2	-0.3	-3.5	5.2	0.4	-3.6	0.5	0.2	0.4	-1.2
15	COc1ccc(/C=C2\S/C(=N/S(=O)(=O)c3cccs3)NC2=O)cc1
  -0.3	-2.7	-0.3	-1.1	6.2	2.0	0.3	-8.5	?	-3.7
16	CCOC(=O)N1CCN(C(=O)CN(c2cccc(C(F)(F)F)c2)S(=O)(=O)c2ccccc2)CC1
  10.5	10.2	-2.6	-0.1	-0.6	8.8	/	3.6	0.1	-1.1
17	O=C(CSc1nnc(NC(=O)C2CC2)s1)Nc1ccccc1
  1.2	-6.1	-4.8	24.6*	-0.9	0.3	-1.4	-0.8	-3.2	4.2
18	Cc1nccn1CCN(C)Cc1cn(Cc2ccccc2)nc1-c1ccc2c(c1)OCO2
  1.3	4.6	20.4	-12.6	-0.6	-2.1	1.9	-1.8	5.7	14.9
19	CCOC(=O)c1[nH]c2ccccc2c1NC(=O)c1ccc(Br)o1
  0.1	7.0	-1.8	-3.9	0.0	0.2	-4.2	5.2	-0.3	-14.8
20	O=c1c(-c2ccc(Oc3ccccc3)cc2)[n+]([O-])c2ccccc2n1OCc1ccccn1
  0.2	3.9	-4.6	2.1	-0.8	-4.3	/	3.3	-1.7	/
21	Cc1ccc(CNC(=O)COC(=O)c2cc(C)oc2C)cc1
  -0.2	0.6	-1.7	-1.9	-0.9	-15.1	-4.2	0.5	4.4	-1.2
22	Nc1cc(=O)[nH]c(SCC(=O)Nc2ccc(N3CCOCC3)cc2)n1
  -1.2	-0.3	2.6	-12.9	-2.3	-0.2	6.1	1.4	-22.2	-3.1
23	COc1ccc(OC)c(N2C(N)=NC(N)=NC23CCCC3)c1
  0.2	-3.0	/	-2.6	-1.0	-4.9	-0.1	0.8	4.1	/
24	O=C(C1CC1)N1N=C(c2ccccc2)CC1(O)C(F)(F)C(F)(F)F (stereo not given)
  -0.3	-3.2	-1.1	-1.8	-1.1	-6.6	0.1	-0.8	1.5	/
25	COc1ccc(C)cc1-n1nnnc1SC/C(O)=C(\C#N)c1nc2ccccc2[nH]1
  1.2	6.3	-4.7	9.1	0.6	-1.5	-2.3	-1.8	-10.1	-10.1
26	O=C(NCCSc1ccccc1)c1ccccc1F
  1.5	4.2	15.3	9.5	-0.3	-7.5	-1.0	0.9	-5.3	/
27	CSc1ccccc1NC(=O)COC(=O)Cc1ccsc1
  0.7	3.2	0.8	-0.8	-0.7	-0.9	-4.9	-2.0	3.8	-15.8
28	O=C(C[n+]1cccc(NC(=O)c2ccccc2)c1)c1ccc(NC(=O)c2ccccc2)cc1
  0.1	6.8	4.0	-40.3	-1.7	9.6	/	-0.9	5.9	4.9
29	NNS(=O)(=O)c1ccc(Sc2ccccn2)c([N+](=O)[O-])c1
  -0.8	-11.3	-5.7	0.6	-0.8	2.2	1.9	-1.1	12.3	/
30	Cc1cc(NC(=NC2CC2)c2ccccc2)n(-c2ccccc2)n1
  0.4	1.2	-4.6	0.7	-1.8	-3.2	-0.3	0.7	-4.5	-10.1
31	COc1ccc(N(CC(=O)NCc2ccco2)C(=O)CCC(=O)Nc2ccccn2)cc1
  2.3	-3.9	-1.8	-6.2	-3.1	12.0	-3.0	1.2	3.1	-2.0
32	Nc1nc2ccc(C(=O)Nc3ccccc3)cc2s1
  -0.9	1.1	-0.2	-14.2	-1.7	-0.5	/	0.7	7.4	32.7
33	O=C(/C=C/c1ccccc1)NC(=S)Nc1ncccn1
  1.5	3.3	2.5	-6.2	-3.5	-0.3	0.6	-1.5	13.0	9.0
34	CCOc1ccc(N(CC(=O)NC2CCCC2)S(=O)(=O)c2c(C)noc2C)cc1
  -0.6	4.5	/	-2.7	0.4	-17.4	/	4.6	8.7	8.2
35	CC(C)N=C(NS(=O)(=O)c1ccc(Br)cc1)c1ccc(Cl)cc1
  -0.5	2.0	/	-2.0	-1.3	2.5	-2.0	0.6	-10.7	1.2
36	C=CCN1C(=O)/C(=N/n2cnnc2)c2ccccc21
  -0.3	-0.2	-2.0	3.0	0.3	-2.8	/	-3.3	-6.7	-13.2
37	C/C(=N/NC(=O)c1ccc(Br)o1)c1cccs1
  0.6	0.3	-5.7	-1.3	-3.1	-2.9	9.2	3.5	-2.5	66.3
38	COc1cc(C(=O)O)ccc1OC(C)=O
  1.3	8.6	15.8	4.2	-1.0	2.8	/	1.3	9.7	3.2
39	COc1ccc(-c2[nH]c(-c3ccc(Cl)cc3)nc2SCC(=O)Nc2nccs2)cc1
  2.3	-0.6	/	11.6	0.3	-5.6	-3.9	0.3	1.3	14.2
40	CC(=O)Oc1cc2c(C(=O)NCCN3CCOCC3)c(C)oc2c2ccccc12
  -5.7	1.9	2.4	-4.9	-0.2	12.6	-2.5	3.1	2.0	/
41	COc1cccc(C2CC(=O)Nc3c2c(=O)n(C)c(=O)n3C)c1OC (stereo not given)
  -1.8	-2.0	2.9	3.2	-0.1	-3.1	-3.9	0.3	2.7	-6.9
42	CN(C)S(=O)(=O)Oc1ccsc1C(=O)Nc1cccc(Cl)c1Cl
  -0.7	-5.3	-4.3	-10.7	0.2	-1.0	2.8	1.1	-4.6	-22.1
43	COc1ccc(Nc2nnc(C)c(=O)[nH]2)cc1
  -1.5	-2.5	-3.0	3.8	0.1	-2.5	/	-1.9	0.2	/
44	COc1ccc(-c2sc3ccccc3c2-c2ccc(O)cc2)cc1
  0.9	4.8	0.1	1.8	-0.7	-4.6	0.5	1.0	5.5	-8.7
45	CCc1ccccc1NC(=O)CNC(=O)c1n[nH]c(=O)c2ccccc12
  -0.1	-3.0	-8.8	10.3	-0.2	8.5	0.5	-2.2	-7.6	4.1
46	Cn1c(=O)c([N+](=O)[O-])c(Oc2ccccc2)c2ccccc21
  3.5	2.6	-3.1	-6.0	-0.5	-9.8	-0.4	5.3	-4.1	-33.3
47	O=C(COC(=O)CNC(=O)c1ccc([N+](=O)[O-])o1)Nc1ncc(C(F)(F)F)cc1Cl
  0.1	-4.7	3.0	-1.9	1.2	-11.6	-1.5	-3.0	2.6	-51.1
48	CN(C)c1ccc(NC(=O)CCN2C(=O)c3cccc([N+](=O)[O-])c3C2=O)cc1
  -0.3	-2.1	-2.1	3.9	-0.6	1.0	1.5	4.2	3.4	/
49	CCCCN1C(=O)C(O)=C(C(C)=O)C1c1ccccc1 (stereo not given)
  2.3	-2.2	-2.5	1.5	0.1	2.0	/	0.4	-13.6	-5.2

Among those listed so far, 7 contain a Cl atom:
Order of values – CDK5 p35 inh	RTF Ca sens act	CAL PDZ FP-1	dFosB act	CAL PDZ FP-2	Tat transport	Wnt act	V-ATPase pHluor	Rtt109 Vps75	MITF act
1	Cc1ccc(CNC(=O)c2ccccc2NS(=O)(=O)c2ccc(Cl)nc2)cc1
  1.0	-5.4	-3.2	-4.9	-2.3	-1.0	1.9	-2.1	2.0	3.1
8	O=C1CNC(=S)N1CCc1ccccc1Cl
  0.3	-0.9	/	0.1	-0.9	-2.8	-1.6	-0.3	0.9	/
14	O=C(CN(Cc1ccccc1F)S(=O)(=O)c1ccc(Cl)cc1)NCCCO
  0.2	-0.3	-3.5	5.2	0.4	-3.6	0.5	0.2	0.4	-1.2
35	CC(C)N=C(NS(=O)(=O)c1ccc(Br)cc1)c1ccc(Cl)cc1
  -0.5	2.0	/	-2.0	-1.3	2.5	-2.0	0.6	-10.7	1.2
39	COc1ccc(-c2[nH]c(-c3ccc(Cl)cc3)nc2SCC(=O)Nc2nccs2)cc1
  2.3	-0.6	/	11.6	0.3	-5.6	-3.9	0.3	1.3	14.2
42	CN(C)S(=O)(=O)Oc1ccsc1C(=O)Nc1cccc(Cl)c1Cl
  -0.7	-5.3	-4.3	-10.7	0.2	-1.0	2.8	1.1	-4.6	-22.1
47	O=C(COC(=O)CNC(=O)c1ccc([N+](=O)[O-])o1)Nc1ncc(C(F)(F)F)cc1Cl
  0.1	-4.7	3.0	-1.9	1.2	-11.6	-1.5	-3.0	2.6	-51.1
